SENP1 FRET inh: SENP1 (human) catalytic domain inhibition; recombinant SENP1 catalytic domain, CyPet-SUMO1-YPet FRET cleavage; inhibition, % at 10 µM; hit rate 0.21% among 360,000; AID 624204;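 active = inhibition at least 30% at 10 µM, raw YFP signal under a set limit, fluorescence ratio 0.5 to 1.5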;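 also: 0% = enzyme with DMSO and 100% = no enzyme wells; some results filed as inactive read as strong as hits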
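Assay system – human recombinant His6-tagged SENP1 catalytic domain enzyme · Input – SENP1 enzyme, 20 pM final · Buffer or medium – Tris pH 8 buffer plus EDTA, NaCl, BME, BSA, NP40, catalase · Schedule – 50 min reaction at room temperature · Technique – FRET read of cyan and yellow fluorescence · Control set – no-enzyme wells low, DMSO-plus-enzyme wells high control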
HKDC1 inh: inhibitors of human hexokinase HKDC1; inhibition, % at 20 µM; hit rate 0.16% among 340,000; Q2TB90; recombinant HKDC1, G6PDH/diaphorase resazurin coupled fluorescence;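 active = inhibition above about 35% when tested at 20 µM, limit read from the data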;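 also: plate controls were DMSO wells with enzyme for no effect and DMSO wells lacking enzyme for full effect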
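Material – in-house recombinant HK5 (HKDC1) enzyme · Quantity – HKDC1 at 5 µg/mL · Buffer or medium – pH 8.0 Tris buffer with 10 mM MgCl2 · Reagent – glucose with 1 mM ATP · Dosing – single 20 µM dose · Times – reaction time 90 min, room temperature, protected from light · Technique – resorufin fluorescence at 613 nm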
SENP8 block-1: inhibitors of human SENP8 protease | Q96LD8 | recombinant SENP8, Nedd8 substrate fluorescence | inhibition, % at 20 µM | hit rate 0.64% among 360,000 | AID 602440; in the data active = inhibition mostly above about 40%, no sharp cut-off; inactive = mostly below about 27%
Target sequence (Q96LD8 whole entry, looked up): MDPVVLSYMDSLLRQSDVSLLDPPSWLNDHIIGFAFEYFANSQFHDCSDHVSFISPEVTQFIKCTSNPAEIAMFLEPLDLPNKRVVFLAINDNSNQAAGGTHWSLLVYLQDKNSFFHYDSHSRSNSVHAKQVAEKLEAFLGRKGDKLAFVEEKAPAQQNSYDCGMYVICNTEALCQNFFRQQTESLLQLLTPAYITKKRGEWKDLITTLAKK
SENP7 inh: blocks the human protease SENP7. inhibition, % at 5 µM. recombinant SENP7, Z-RLRGG-aminoluciferin luminescence, 40 min. AID 434973. Q9BQF6. hit rate 1.5% among 330,000;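 active = inhibition above about 50% at the single test dose, limit read from the data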;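 also: plate controls were DMSO with enzyme for no effect and no enzyme buffer wells for full effect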
Target sequence (Q9BQF6 706-1050 limits assumed): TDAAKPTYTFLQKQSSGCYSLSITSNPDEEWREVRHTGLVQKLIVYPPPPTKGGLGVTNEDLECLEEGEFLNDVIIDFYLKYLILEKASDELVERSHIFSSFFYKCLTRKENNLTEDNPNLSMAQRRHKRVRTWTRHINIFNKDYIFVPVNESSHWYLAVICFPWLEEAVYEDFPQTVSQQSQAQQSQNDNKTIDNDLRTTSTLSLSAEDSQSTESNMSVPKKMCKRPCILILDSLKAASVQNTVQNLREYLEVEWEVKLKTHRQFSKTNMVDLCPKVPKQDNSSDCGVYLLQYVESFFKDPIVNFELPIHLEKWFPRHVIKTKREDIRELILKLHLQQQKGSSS
SENP8 block-2: SENP8 protease inhibition | AID 2540 | Q96LD8 | hit rate 1.2% among 330,000 | inhibition, % at 10 µM | purified SENP8, Z-RLRGG-aminoluciferin cleavage, luminescence; in the data active = inhibition above about 50%
Apaf-1 inh: blocks human Apaf-1 apoptosome activity. hit rate 0.71% among 330,000. reconstituted apoptosome caspase-3 activity, DEVD-Rh110 fluorescence. AID 489030. inhibition, % at 20 µM. O14727; active = inhibition of at least 40% at 20 µM;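 also: plate controls were DMSO wells for no effect and DEVD-CHO caspase inhibitor wells for full effect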
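Material: cell-free apoptosome with Apaf-1, procaspase-3 and caspase-9; Buffer or medium: Hepes pH 7.5 with detergent and BSA; Reagent: cytochrome c trigger plus (Z-DEVD)2-Rh110 caspase-3 substrate; Times: compound with Apaf-1, dATP, procaspase-3 30 min, then 50 min reaction, room temperature; Technique: Rh110 fluorescence intensity.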
SENP6 block: inhibitors of human SENP6 protease | Recombinant SENP6 catalytic domain, aminoluciferin luminescence | inhibition, % at 10 µM | hit rate 1.8% among 330,000 | AID 2599;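 active = inhibition above about 50% at the single tested dose, limit read from the data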;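 also: plate controls were DMSO wells with enzyme for no effect and DMSO wells lacking enzyme for full effect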
Target sequence (Q9GZR1 628-1112 limits assumed): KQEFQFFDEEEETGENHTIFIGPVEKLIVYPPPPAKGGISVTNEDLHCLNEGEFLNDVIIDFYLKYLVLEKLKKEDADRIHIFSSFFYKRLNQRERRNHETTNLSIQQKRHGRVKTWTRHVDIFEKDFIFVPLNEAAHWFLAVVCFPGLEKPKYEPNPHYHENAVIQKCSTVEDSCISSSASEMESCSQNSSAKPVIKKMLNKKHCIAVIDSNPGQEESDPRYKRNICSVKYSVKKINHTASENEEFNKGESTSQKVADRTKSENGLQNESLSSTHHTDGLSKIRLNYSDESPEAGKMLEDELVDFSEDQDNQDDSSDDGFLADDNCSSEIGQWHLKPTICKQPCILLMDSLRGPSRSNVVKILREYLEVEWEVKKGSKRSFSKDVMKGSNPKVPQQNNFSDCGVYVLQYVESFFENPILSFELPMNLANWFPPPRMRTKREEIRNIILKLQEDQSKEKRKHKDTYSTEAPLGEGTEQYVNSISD
PfG6PD inh: PfG6PD (Plasmodium falciparum) enzyme inhibition; inhibition, % at 20 µM; PfGluPho enzyme, NADPH resazurin-diaphorase fluorescence; hit rate 0.78% among 350,000;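 active = inhibition reaching at least a set limit at 20 µM in the primary screen, cut at about 59% in these data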;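 also: 0% = DMSO wells with substrate and 100% = DMSO wells lacking glucose-6-phosphate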
Starred values were filed as active, the others as inactive; . = not tested or not shown.

1. CCN(CC)C(=O)CC(c1ccc(N(C)C)cc1)c1c(OC)cc(OC)c2c(-c3ccccc3)cc(=O)oc12 (configuration not stated)
2. CC1(C)CC(N=Cc2c(O)n(Cc3ccc4c(c3)OCO4)c(=O)c3ccccc23)CC(C)(C)N1
3. Oc1oc(-c2ccccc2Br)nc1/C=N/c1ccccn1
4. Cc1ccc(N=Nc2c(N)nn3c(C)cc(C)nc23)cc1
5. COc1ccc(CN2C(=O)C(Cc3ccccc3)Nc3ncnc(N4CCc5ccccc5C4)c32)cc1 (configuration not stated)
6. CN1CCN(CCCNC(=O)c2ccc3c(c2)N(Cc2ccc(F)cc2)CCS3)CC1
7. COc1ccc2cc(C3c4cc(OC)c(OC)cc4CCN3C(=O)c3ccco3)c(=O)[nH]c2c1 (configuration not stated)
8. Cn1c(=O)c2c(SCc3ccccc3)nc(C3CC3)nc2n(C)c1=O

entry no.	1	2	3	4	5	6	7	8
SENP1 FRET inh	2	2	-5	4	.	-2	-4	-1
HKDC1 inh	12	-3	11	8	.	-1	3	-5
SENP8 block-1	13	26	-79	29	.	-323	-50	18
SENP7 inh	12	1	-13	-13	3	-14	-1	68*
SENP8 block-2	2	-10	-11	-4	2	-13	0	10
Apaf-1 inh	18	22	5	16	22	25	6	-1
SENP6 block	-4	-8	5	0	2	-12	-10	50
PfG6PD inh	18	6	10	3	.	1	-34	8

9. CCn1c(SCc2c(Cl)cccc2Cl)nc2nc3c(cc2c1=O)CCCC3
10. O=C(COC(=O)COc1ccc(Br)cc1)NCc1ccc2c(c1)OCO2
11. Cc1c(N/N=C(\C#N)C(=O)c2ccc(Cl)cc2)c(=O)n(-c2ccccc2)n1C
12. Cc1ccc(C2=NC3(CCCCC3)NC2=S)cc1
13. COc1ccc(CCN2CCCC(CN(C)Cc3cc(OC)c(OC)c(OC)c3)C2)cc1 (configuration not stated)
14. Cc1ccc(C(=O)C(C)N2C(=O)NC(C)(c3ccccc3)C2=O)cc1 (configuration not stated)
15. Cc1cccc(OCC(=O)Nc2ccc(S(=O)(=O)N3CCN(C)CC3)cc2)c1
16. COC(=O)Cc1ccc(NC(=S)NCc2ccccc2)cc1

entry no.	9	10	11	12	13	14	15	16
SENP1 FRET inh	-5	7	2	4	-3	1	1	1
HKDC1 inh	1	9	5	0	-5	-9	-3	8
SENP8 block-1	22	10	26	15	19	6	18	3
SENP7 inh	-1	1	.	4	-8	9	6	-6
SENP8 block-2	0	-1	.	1	14	0	-5	8
Apaf-1 inh	1	6	.	-6	-12	-9	12	-5
SENP6 block	-8	-8	.	10	-19	1	-4	-10
PfG6PD inh	3	-21	-24	-11	10	-6	4	-18

14 entries from above, reformatted.
Values in the order – SENP1 FRET inh | HKDC1 inh | SENP8 block-1 | SENP7 inh | SENP8 block-2 | Apaf-1 inh | SENP6 block | PfG6PD inh
3) Oc1oc(-c2ccccc2Br)nc1/C=N/c1ccccn1
 : -5 | 11 | -79 | -13 | -11 | 5 | 5 | 10
4) Cc1ccc(N=Nc2c(N)nn3c(C)cc(C)nc23)cc1
 : 4 | 8 | 29 | -13 | -4 | 16 | 0 | 3
5) COc1ccc(CN2C(=O)C(Cc3ccccc3)Nc3ncnc(N4CCc5ccccc5C4)c32)cc1 (configuration not stated)
 : . | . | . | 3 | 2 | 22 | 2 | .
6) CN1CCN(CCCNC(=O)c2ccc3c(c2)N(Cc2ccc(F)cc2)CCS3)CC1
 : -2 | -1 | -323 | -14 | -13 | 25 | -12 | 1
7) COc1ccc2cc(C3c4cc(OC)c(OC)cc4CCN3C(=O)c3ccco3)c(=O)[nH]c2c1 (configuration not stated)
 : -4 | 3 | -50 | -1 | 0 | 6 | -10 | -34
8) Cn1c(=O)c2c(SCc3ccccc3)nc(C3CC3)nc2n(C)c1=O
 : -1 | -5 | 18 | 68* | 10 | -1 | 50 | 8
9) CCn1c(SCc2c(Cl)cccc2Cl)nc2nc3c(cc2c1=O)CCCC3
 : -5 | 1 | 22 | -1 | 0 | 1 | -8 | 3
10) O=C(COC(=O)COc1ccc(Br)cc1)NCc1ccc2c(c1)OCO2
 : 7 | 9 | 10 | 1 | -1 | 6 | -8 | -21
11) Cc1c(N/N=C(\C#N)C(=O)c2ccc(Cl)cc2)c(=O)n(-c2ccccc2)n1C
 : 2 | 5 | 26 | . | . | . | . | -24
12) Cc1ccc(C2=NC3(CCCCC3)NC2=S)cc1
 : 4 | 0 | 15 | 4 | 1 | -6 | 10 | -11
13) COc1ccc(CCN2CCCC(CN(C)Cc3cc(OC)c(OC)c(OC)c3)C2)cc1 (configuration not stated)
 : -3 | -5 | 19 | -8 | 14 | -12 | -19 | 10
14) Cc1ccc(C(=O)C(C)N2C(=O)NC(C)(c3ccccc3)C2=O)cc1 (configuration not stated)
 : 1 | -9 | 6 | 9 | 0 | -9 | 1 | -6
15) Cc1cccc(OCC(=O)Nc2ccc(S(=O)(=O)N3CCN(C)CC3)cc2)c1
 : 1 | -3 | 18 | 6 | -5 | 12 | -4 | 4
16) COC(=O)Cc1ccc(NC(=S)NCc2ccccc2)cc1
 : 1 | 8 | 3 | -6 | 8 | -5 | -10 | -18

Following part.
17. Cc1ccc(NC(=O)CN2c3cccc4cccc(c34)S2(=O)=O)cc1S(=O)(=O)N1CCOCC1
18. O=C(/C=C/c1ccccc1[N+](=O)[O-])Nc1ccccc1
19. CC(C)(O)c1[nH]c2cc(F)ccc2c1C(C)(C)O
20. Cc1ccc(Cn2cc(S(=O)(=O)c3ccc(Cl)cc3)c(=O)c3cc(F)ccc32)cc1
21. CC1CCc2c(sc3ncn(CC(=O)N=Nc4c(O)[nH]c5ccccc45)c(=O)c23)C1 (configuration not stated)
22. CC1CN(C(=S)Nc2ccc(F)cc2F)CC(C)O1 (configuration not stated)
23. O=C(OCC(=O)N1CCc2ccccc21)[C@@H]1CCCN1S(=O)(=O)c1ccccc1F
24. O=C(Nc1ccc(S(=O)(=O)N2CCCCCC2)cc1)c1c(F)cccc1F

entry no.	17	18	19	20	21	22	23	24
SENP1 FRET inh	-2	0	-21	-2	3	0	0	2
HKDC1 inh	3	-10	3	-17	2	-7	-4	-1
SENP8 block-1	-430	3	-29	11	44*	12	7	4
SENP7 inh	-1	87*	.	-2	11	1	2	-2
SENP8 block-2	-4	81*	.	-9	-8	-2	0	0
Apaf-1 inh	13	-4	.	12	-10	10	-8	13
SENP6 block	-5	90*	.	-19	-12	-3	-10	-16
PfG6PD inh	12	19	22	19	-19	-1	2	0

25. CCOc1ccc(C(=O)N(C)C2CCS(=O)(=O)C2)cc1 (configuration not stated)
26. CCOC(=O)c1sc(N2C(=O)C(O)=C(C(=O)c3ccco3)C2c2ccco2)nc1C (configuration not stated)
27. Cc1ccccc1C(=O)c1c[nH]c(C(=O)N=CN(C)C)c1
28. COc1ccc(CC(=O)Nc2nc(-c3ccc(F)c(F)c3)cs2)cc1OC
29. O=C(CSC1=NC(=O)C(c2ccccc2)C(=O)N1)Nc1ccccc1Cl (configuration not stated)
30. O=S(=O)(Cc1ccccc1Cl)NCCc1ccccc1
31. Cc1ccc(-c2nc(N=Nc3ccc(O)cc3)n[nH]2)cc1
32. CC(=O)N/N=C/c1cc2c(cc1[N+](=O)[O-])OCO2

entry no.	25	26	27	28	29	30	31	32
SENP1 FRET inh	2	-74	-1	1	0	-1	-1	-1
HKDC1 inh	-3	12	-5	-4	-9	-10	6	-1
SENP8 block-1	20	-50	4	9	10	4	25	4
SENP7 inh	-7	.	-4	0	9	4	1	3
SENP8 block-2	-5	.	3	4	0	-4	3	-3
Apaf-1 inh	-4	.	-9	17	-28	6	-3	5
SENP6 block	-11	.	-3	-19	-3	-3	11	-16
PfG6PD inh	-8	15	9	32	-9	1	16	16

Structures above containing a nitro group on carbon (two):
18. O=C(/C=C/c1ccccc1[N+](=O)[O-])Nc1ccccc1
32. CC(=O)N/N=C/c1cc2c(cc1[N+](=O)[O-])OCO2

entry no.	18	32
SENP1 FRET inh	0	-1
HKDC1 inh	-10	-1
SENP8 block-1	3	4
SENP7 inh	87*	3
SENP8 block-2	81*	-3
Apaf-1 inh	-4	5
SENP6 block	90*	-16
PfG6PD inh	19	16

The list continues.
33. CC(C)(C)C(=O)OC/C(N)=N/OC(=O)c1ccccc1
34. COc1ccc(NC2c3ccccc3C(=O)N2c2ccccn2)cc1Cl (configuration not stated)
35. CN(C(=O)c1cccc(NC(=O)Cc2cccc(NC(=O)C3CCCN(C(=O)C4CCCCC4)C3)c2)c1)C1CC1 (configuration not stated)
36. CCOC1OC2C(CO)OC(n3cnc4c(N)ncnc43)C2O1 (configuration not stated)
37. COc1ccc(S(=O)(=O)N(CC(=O)NN=C2CCN(C)CC2)c2ccc(C)cc2)cc1OC
38. COC(=O)CN1C(=O)Nc2ccc(Br)cc2C1c1ccccc1Cl (configuration not stated)
39. COc1ccc(C(=O)N2CCN(C(=O)Cc3ccccc3)CC2)cc1
40. COC(=O)c1nn(-c2ccccc2)c(Cl)c1/C=N/OC(=O)c1ccc(Cl)c(Cl)c1

entry no.	33	34	35	36	37	38	39	40
SENP1 FRET inh	3	-2	1	-1	-2	1	2	-1
HKDC1 inh	-4	0	4	-3	3	0	-7	-5
SENP8 block-1	11	0	0	8	13	14	16	28
SENP7 inh	3	18	.	5	-4	5	-7	-3
SENP8 block-2	9	-4	.	0	1	1	0	0
Apaf-1 inh	-7	9	.	-1	-10	21	-14	5
SENP6 block	8	0	.	-11	-11	0	0	-36
PfG6PD inh	-19	7	-9	4	-14	2	-4	-23

41. C/C(CC(=O)Nc1ccccc1C#N)=N\NC(=O)c1ccncc1
42. CC(=O)Nc1ccc(S(=O)(=O)NCCC(=O)N2CCN(c3ccccc3Cl)CC2)cc1
43. Nc1c(C(=O)NC2CC2)c2nc3ccccc3nc2n1-c1ccc2c(c1)OCO2
44. O=C(CCN1C(=O)/C(=C/c2ccc(F)cc2)SC1=S)NCCc1cnc[nH]1
45. O=C(CSc1nc(O)cc(=O)[nH]1)N1CCOCC1
46. COCCn1c(SCC(=O)Nc2ccc3[nH]c(=O)[nH]c3c2)nc2ccccc21
47. Cc1cccc(-n2nc3c(c2NC(=O)c2ccco2)CS(=O)(=O)C3)c1C
48. COC(=O)C1CN(C(=O)c2ccc(OC(F)F)cc2)c2ccccc2O1 (configuration not stated)
49. COc1ccc(C(=O)OCC(=O)NC2CC2)cc1[N+](=O)[O-]

entry no.	41	42	43	44	45	46	47	48	49
SENP1 FRET inh	1	2	-36	2	-27	-12	-2	0	1
HKDC1 inh	-9	-3	-1	4	-6	0	-2	6	-13
SENP8 block-1	12	6	-413	10	13	-8	2	1	16
SENP7 inh	-4	-6	13	5	7	-1	7	-11	-3
SENP8 block-2	-7	-6	3	22	2	8	-4	-12	4
Apaf-1 inh	-7	5	24	1	0	-6	4	15	0
SENP6 block	-25	-20	9	13	-7	5	-4	-17	-2
PfG6PD inh	1	-7	-2	12	-22	31	8	-33	-2

Compound activity deposited in PubChem BioAssay by Sanford-Burnham Center for Chemical Genomics.
